RGS4-Gao reg – human RGS4-Galphao interaction regulation; AID 1415; actives 0.33% (n = 220,000); binding response (% of control), % at 10 µM; P09471; Multiplexed bead flow cytometry, RGS4-Galphao binding; actives lie on both sides; in the data active = binding response below about 49% or above about 150%; inactive = in between;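 also: fluorescent Galphao activated with aluminum fluoride binding bead-coupled RGS4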
Target sequence (P09471 whole entry, looked up): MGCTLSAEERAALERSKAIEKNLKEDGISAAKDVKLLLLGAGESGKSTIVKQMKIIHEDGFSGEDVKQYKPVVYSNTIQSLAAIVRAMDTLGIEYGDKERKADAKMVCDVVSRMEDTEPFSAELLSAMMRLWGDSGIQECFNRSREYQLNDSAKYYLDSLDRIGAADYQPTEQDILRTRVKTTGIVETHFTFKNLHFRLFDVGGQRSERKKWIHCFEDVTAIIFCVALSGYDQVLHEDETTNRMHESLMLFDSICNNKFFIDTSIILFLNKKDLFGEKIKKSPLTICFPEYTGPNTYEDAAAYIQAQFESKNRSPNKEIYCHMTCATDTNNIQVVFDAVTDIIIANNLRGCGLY
ABCG2 block – blocks JC-1 efflux by human ABCG2 transporter; Q9UNQ0; actives 0.1% (n = 190,000); IgMXP3 cells, flow cytometry; inhibition, % at 6.6 µM; AID 1325;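 active = inhibition above 80%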;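 also: 0% = DMSO and 100% = nicardipine control wells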
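Incubation: cells with compound and JC-1, 10 min at 25 °C, rotating, no wash / Test system: IgMXP3 (ABCG2) plus far-red-tagged CCRF-Adr (ABCB1) cells / Compound dosing: one concentration, 6.6 µM final / Also added: JC-1 fluorescent substrate / Evaluation: efflux inhibition in percent versus controls / Detection: flow cytometry, 530 nm JC-1 signal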
Bcl-2 Bim block – inhibitors of Bim-Bcl-2 interaction, human | P10415 | inhibition, % at 10 µM | actives 0.06% (n = 190,000) | Bead-based flow cytometry, Bim peptide-Bcl-2 binding; in the data active = inhibition above about 40%; inconclusive = no clear call, values can overlap the other calls;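 also: 0% = no compound wells with probe peptide and 100% = reference peptide inhibitor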
Bim-Bcl-W – human Bim-Bcl-W interaction inhibition; Q92843; bead-based flow cytometry, Bim peptide-Bcl-W binding; inhibition, % at 10 µM; actives 0.02% (n = 190,000); AID 952;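 also: 0% = bound tracer without compound and 100% = peptide blocker; higher means less fluorescent Bim peptide bound to Bcl-W beads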
Target sequence (Q92843 whole entry, looked up): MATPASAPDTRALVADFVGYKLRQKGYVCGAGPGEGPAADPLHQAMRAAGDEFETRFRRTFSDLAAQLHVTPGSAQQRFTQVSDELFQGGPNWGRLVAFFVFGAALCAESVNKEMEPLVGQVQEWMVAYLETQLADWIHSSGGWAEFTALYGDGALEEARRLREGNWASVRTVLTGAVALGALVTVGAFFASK
Bim-Bcl-XL – human Bim-Bcl-XL interaction inhibition. Bim peptide-Bcl-XL binding, bead flow cytometry, fluorescence. inhibition, % at 10 µM. actives 0.04% (n = 190,000). AID 1007
Target sequence (Q07817 whole entry, looked up): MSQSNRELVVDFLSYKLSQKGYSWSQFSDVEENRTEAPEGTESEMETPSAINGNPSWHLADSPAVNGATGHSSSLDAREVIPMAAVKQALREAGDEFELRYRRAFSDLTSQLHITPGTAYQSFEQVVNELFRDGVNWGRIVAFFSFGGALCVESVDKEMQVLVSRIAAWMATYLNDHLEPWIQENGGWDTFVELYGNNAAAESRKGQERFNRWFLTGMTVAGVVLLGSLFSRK
RGS7-Gao – regulators of human RGS7-Galphao interaction. actives 0.35% (n = 220,000). AID 1439. binding response (% of control), % at 10 µM. Multiplexed bead flow cytometry, RGS7-Galphao binding; actives lie on both sides; in the data active = binding response below about 49% or above about 150%; inconclusive = no clear call, values can overlap the other calls; inactive = in between;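 also: fluorescent Galphao held in activated GDP-AlF4 state binding bead-coupled RGS7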
Bcl-B Bim block – inhibitors of Bim-Bcl-B interaction, human | Q9HD36 | bead-based flow cytometry, Bim peptide-Bcl-B binding | inhibition, % at 10 µM | actives 0.073% (n = 190,000) | AID 951;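 also: 0% = tracer peptide without compound and 100% = reference inhibitor peptide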
Target sequence (Q9HD36 whole entry, looked up): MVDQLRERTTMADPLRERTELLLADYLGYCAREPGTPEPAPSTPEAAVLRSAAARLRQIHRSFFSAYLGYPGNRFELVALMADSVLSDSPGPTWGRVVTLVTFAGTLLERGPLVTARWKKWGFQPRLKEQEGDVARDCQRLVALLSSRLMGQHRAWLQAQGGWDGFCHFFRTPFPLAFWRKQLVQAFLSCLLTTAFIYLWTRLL
Bim-Bfl-1 – disrupts Bim binding to human Bfl-1 | Bead-based flow cytometry, Bim-Bfl-1 binding inhibition | actives 0.12% (n = 190,000) | inhibition, % at 10 µM;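 also: 0% = wells without compound plus tracer and 100% = blocker peptide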
RGS8-Gao – regulators of human RGS8-Galphao interaction; multiplexed bead flow cytometry, RGS8-Galphao binding; actives lie on both sides; response (percent of control binding), % at 10 µM; actives 0.34% (n = 220,000); in the data active = response below about 60% or above about 140%; inactive = in between;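 also: Galphao activated as the GDP aluminium fluoride complex binding bead-coupled RGS8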
Mcl-1 Bim block – inhibitors of Bim-Mcl-1 interaction, human. AID 1009. Bead-based flow cytometry, Bim peptide-Mcl-1 binding. Q07820. actives 0.1% (n = 190,000). inhibition, % at 10 µM;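 also: 0% = no compound tracer wells and 100% = peptide blocker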
ABCB1 inh – inhibitors of human ABCB1 transporter, ABCG2 counter-screen; CCRF-Adr cells, JC-1 efflux, flow cytometry; inhibition, % at 6.6 µM; actives 0.067% (n = 190,000); AID 1326; in the data active = inhibition above about 40%;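 also: 0% = vehicle and 100% = reference inhibitor; higher value means more JC-1 retained so stronger ABCB1 efflux block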
Numbers without * were called inactive; ? = inconclusive. Rule as the data show it, unless noted: active = inhibition above about 40%.

SMILES	RGS4-Gao reg	ABCG2 block	Bcl-2 Bim block	Bim-Bcl-W	Bim-Bcl-XL	RGS7-Gao	Bcl-B Bim block	Bim-Bfl-1	RGS8-Gao	Mcl-1 Bim block	ABCB1 inh
c1ccc(C(c2ccccc2)N2CCN(Cc3nnnn3C3CCCCC3)CC2)cc1	101.6	1.3	6.0	-6.0	-6.0	97.6	-7.0	-3.0	102.5	-3.0	0.5
Cc1ccc(C(=O)O)cc1-c1ccc(/C=C2/NC(=O)N(c3ccccc3)C2=O)o1	97.1	3.6	-8.0	4.0	4.0	92.5	-6.0	-11.0	99.5	3.0	-0.1
Cc1ccsc1C(=O)N(c1nc2ccccc2s1)c1c(C)cccc1C	101.8	1.6	8.0	-3.0	5.0	101.0	5.0	8.0	100.0	1.0	0.4
O=c1c2ccccc2c(C=NCc2ccccn2)c(O)n1-c1ccccc1Cl	100.0	15.2	1.0	0.0	1.0	97.7	-2.0	-3.0	100.5	0.0	1.8
Cc1ccc(CN2CCCC(CO)(Cc3ccccc3C)C2)s1 (stereo not drawn)	96.8	0.6	-3.0	1.0	-2.0	100.1	-3.0	-5.0	96.1	0.0	2.1
CC1(C)CC(=NOC(=O)c2ccccc2)CC(C)(C)N1O	99.8	-5.9	-4.0	-7.0	-10.0	98.9	-9.0	-6.0	99.7	-6.0	-1.0
COc1ccc(NC(=O)C2CC(=O)n3ncnc3N2)cc1 (stereo not drawn)	96.5	0.6	-2.0	1.0	-1.0	99.7	-2.0	0.0	100.0	-3.0	0.4
N#CCCN(Cc1cccnc1)C(=S)Nc1ccc(OC(F)F)cc1	106.4	-0.1	0.0	-2.0	-2.0	102.3	-9.0	-3.0	106.4	-2.0	-0.5
O=C(/C=C/c1ccc(F)cc1)Nc1cccc(S(=O)(=O)Nc2cccc(C(F)(F)F)c2)c1	103.0	2.1	-1.0	-1.0	-2.0	102.2	-4.0	0.0	103.3	-3.0	0.0
O=C(O)c1cccc(NS(=O)(=O)c2ccc(Cl)c(C(=O)O)c2)c1	103.3	0.6	1.0	1.0	-1.0	99.9	-2.0	-4.0	100.6	1.0	0.2
COCCn1c(SCC(=O)Nc2ccc(S(=O)(=O)N3CCOCC3)cc2)nc2ccccc21	100.0	1.2	1.0	-3.0	-2.0	102.6	0.0	0.0	97.9	0.0	1.1
O=C(c1ccc(CSc2nc3ccncc3[nH]2)cc1)N1CCCCC1	97.0	4.3	0.0	-4.0	-4.0	98.7	-4.0	0.0	99.6	-2.0	1.1
N/C(CC(=O)Nc1cccc(C(F)(F)F)c1)=N/O	103.8	-0.3	-7.0	0.0	-1.0	99.5	-7.0	-9.0	101.7	2.0	-0.1
CCCCN(C)C(=S)Nc1ccc(Oc2ccccc2)cc1	93.9	5.6	-1.0	-7.0	-10.0	95.6	-12.0	2.0	102.4	-12.0	-0.4
Cc1csc(N)n1	101.5	0.9	1.0	-2.0	-4.0	102.9	-9.0	0.0	99.7	-2.0	0.4
CCOC(=O)C1=C(C)NC(=O)C(C#N)C1c1ccco1 (stereo not drawn)	101.1	-0.1	-3.0	1.0	-2.0	98.3	-5.0	-13.0	101.9	4.0	0.1
COc1ccc(C)cc1NC(=O)C(Sc1nnc2ccccn12)c1ccccc1 (stereo not drawn)	99.5	5.1	-1.0	-4.0	-5.0	101.1	-5.0	-3.0	103.1	-1.0	1.2
O=C(NN=C1CCCCCC1)c1cn(-c2ccccc2)nc1-c1ccccc1	102.6	2.9	0.0	0.0	-4.0	108.5	-6.0	0.0	106.6	-1.0	0.4
N#Cc1c(N2C(=O)Nc3ccccc3N2O)sc2c1CCCCCC2	101.2	-3.3	0.0	-6.0	-8.0	95.9	-4.0	0.0	96.3	-5.0	-0.6
CN(C)CCNC(=O)c1ccc(Sc2ccc(Br)cc2)c([N+](=O)[O-])c1	99.6	4.5	-1.0	1.0	0.0	96.0	-2.0	-6.0	102.5	-1.0	1.1
CCc1ccc2c(c1)cc(CN(Cc1ccco1)C(C)=O)c1nnnn12	102.2	1.8	15.0	-2.0	-1.0	99.7	8.0	15.0	102.7	-2.0	0.6
CCOC(=O)Nc1cc(C(=O)OC)cc(C(=O)OC)c1	97.3	5.0	-10.0	0.0	-9.0	100.0	-7.0	-18.0	99.9	0.0	-0.3
COc1cccc(N2CC(C(=O)Nc3ccc(C(=O)OC(C)C)cc3)CC2=O)c1 (stereo not drawn)	96.3	5.6	0.0	-1.0	1.0	100.1	-1.0	0.0	100.1	1.0	0.8
COCCn1c(SCC(=O)Nc2ccccc2C)nc2c(oc3ccccc32)c1=O	97.3	4.0	-10.0	-6.0	-12.0	99.0	-14.0	-13.0	100.1	-4.0	1.5
O=C(Cc1c[nH]c2ccccc12)Nc1ccccc1N1CCOCC1	99.1	0.5	0.0	4.0	0.0	96.4	-2.0	2.0	100.6	3.0	0.2
COc1ccc(NC(=O)CCNS(=O)(=O)c2ccc3c(c2)c(=O)n(C)c(=O)n3C)cc1	105.8	0.1	0.0	0.0	1.0	137.6	0.0	-1.0	100.0	-1.0	0.1
Cc1onc(-c2ccccc2Cl)c1C(=O)N/N=C(\N)COc1ccc(Cl)cc1	103.4	7.5	-6.0	-1.0	-3.0	101.6	-7.0	-10.0	104.8	-1.0	1.1
CCn1c2ccccc2c2cc(NC(=O)c3ccc([N+](=O)[O-])cc3)ccc21	101.9	-6.4	-9.0	-3.0	-11.0	100.8	-12.0	-13.0	109.4	-9.0	-0.7
CN(C)c1ccc(/C=N/N=C2/NC(=O)/C(=C/c3ccc([N+](=O)[O-])cc3)S2)cc1	100.0	-0.9	-1.0	4.0	0.0	98.3	-9.0	1.0	99.3	5.0	0.8
O=C(OCC(=O)N1N=C(c2ccc(Cl)cc2)CC1c1ccco1)c1ccco1 (stereo not drawn)	104.0	2.3	-2.0	-1.0	0.0	?	-4.0	-5.0	102.2	-2.0	0.5
O=c1cc(CSc2nnc(-c3ccccc3)o2)c2ccccc2[nH]1	106.8	-1.1	-7.0	-4.0	-9.0	107.7	-10.0	-1.0	104.3	-6.0	-0.4
CCOC(=O)c1ccc(NC(=O)CSc2nnc(C3CC3)n2CC)cc1	97.8	3.7	-8.0	-1.0	-3.0	97.5	-1.0	7.0	98.1	0.0	1.1
NC(=O)COc1ccc(NC(=O)c2ccccc2-c2ccccc2)cc1	100.6	1.8	-2.0	1.0	-1.0	102.8	-1.0	-5.0	99.4	-1.0	-0.4
COc1ccc(-n2c(SCC#N)nnc2-c2cccnc2)cc1	99.9	2.3	-2.0	0.0	-2.0	95.9	-2.0	-1.0	100.6	0.0	0.6
COC(=O)c1c(NC(=O)c2cccnc2)sc(C(=O)N(C)C)c1C	99.3	3.1	-4.0	-2.0	-2.0	97.8	-6.0	-6.0	101.5	-1.0	0.2
COc1ccc(C(c2nnnn2CC2CCCO2)N2CCN(c3cccc(C)c3C)CC2)cc1 (stereo not drawn)	97.5	2.7	-2.0	6.0	2.0	94.3	-2.0	4.0	92.3	-1.0	0.9
COc1ccc(-c2cc(C(=O)NN)[nH]n2)cc1OC	100.0	0.2	-1.0	-4.0	-5.0	102.9	-3.0	-4.0	100.7	2.0	-0.8
CC1(C)CC(=O)/C(=C(\O)CCCN2C(=O)c3ccccc3C2=O)C(=NCCO)C1	99.4	1.8	-3.0	0.0	-1.0	102.8	-4.0	-3.0	101.0	0.0	0.0
O=C(O)c1cccc(NC(=O)c2ccc(Cl)c(S(=O)(=O)N3CCCCCC3)c2)c1	101.4	-6.4	0.0	-1.0	-3.0	99.8	-4.0	-4.0	100.5	0.0	-1.1
CCOC(=O)c1sc(-c2ccccc2)cc1N	96.4	0.4	-4.0	1.0	-3.0	97.9	-2.0	-8.0	99.4	-1.0	0.0
Cc1ccc(/C(N)=N/OC(=O)CSc2ccccc2)cc1	90.9	1.1	0.0	-4.0	0.0	92.9	-3.0	-5.0	95.8	-4.0	-0.9
O=C(CC1Nc2ccccc2NC1=O)NCCc1ccccc1 (stereo not drawn)	104.2	1.1	-4.0	7.0	-14.0	101.5	-5.0	-6.0	101.5	8.0	0.2
CCCCN(CCCC)C(=O)CCS(=O)(=O)c1ccc2c(c1)n(C)c(=O)c(=O)n2C	106.3	1.0	2.0	3.0	-1.0	100.2	-2.0	-8.0	104.4	8.0	0.2
CCOC(=O)N1CCC(NC(=O)c2cc(C(=O)Nc3ccc(S(=O)(=O)N4CCCCC4)cc3)ccc2CO)CC1	105.0	0.1	-1.0	-5.0	0.0	101.3	5.0	-2.0	100.5	14.0	-0.7
O=C(CN1CCCC1)Nc1nnc(-c2cccs2)s1	100.0	-0.2	0.0	-1.0	2.0	102.4	-1.0	0.0	103.9	-5.0	0.0
COc1ccc(C(C(C(=O)c2ccco2)N2CCOCC2)N2CCOCC2)cc1 (stereo not drawn)	101.9	1.9	-2.0	1.0	2.0	100.8	1.0	1.0	104.9	1.0	0.6
COc1ccc(NC(=O)C(CC(=O)O)Cc2ccc(C)cc2)cc1 (stereo not drawn)	89.0	0.6	-9.0	-4.0	0.0	97.1	-7.0	-9.0	98.0	-6.0	0.3
Cc1cccc(CSc2nnc(-c3cccs3)n2Cc2ccco2)c1	101.7	7.2	-7.0	-5.0	-9.0	97.7	-3.0	-1.0	92.6	-2.0	1.8
CCNC(=S)N/N=C/c1cccs1	99.1	0.2	-1.0	1.0	-1.0	96.2	-2.0	-1.0	95.6	0.0	0.0
COC(=O)c1ccc2c(c1)NC(=O)CS2	101.1	10.8	1.0	4.0	0.0	?	-2.0	2.0	100.2	1.0	0.3
CCOc1cc(NC(=O)c2ccccn2)c(OCC)cc1NC(=O)c1ccc(C)cc1	99.7	-7.4	-3.0	-1.0	-2.0	99.5	-1.0	-3.0	99.0	0.0	-2.6
O=C(O)c1ccc(NC(=O)c2cn(-c3ccccc3)nc2-c2ccc(Cl)cc2)cc1	79.9	-2.4	-6.0	0.0	0.0	?	1.0	-6.0	93.4	0.0	-0.5

Exported with two lines to a compound: entries from further up
Under each structure: RGS4-Gao reg | ABCG2 block | Bcl-2 Bim block | Bim-Bcl-W | Bim-Bcl-XL | RGS7-Gao | Bcl-B Bim block | Bim-Bfl-1 | RGS8-Gao | Mcl-1 Bim block | ABCB1 inh
O=C(O)c1cccc(NS(=O)(=O)c2ccc(Cl)c(C(=O)O)c2)c1
→ 103.3 | 0.6 | 1.0 | 1.0 | -1.0 | 99.9 | -2.0 | -4.0 | 100.6 | 1.0 | 0.2
COCCn1c(SCC(=O)Nc2ccc(S(=O)(=O)N3CCOCC3)cc2)nc2ccccc21
→ 100.0 | 1.2 | 1.0 | -3.0 | -2.0 | 102.6 | 0.0 | 0.0 | 97.9 | 0.0 | 1.1
O=C(c1ccc(CSc2nc3ccncc3[nH]2)cc1)N1CCCCC1
→ 97.0 | 4.3 | 0.0 | -4.0 | -4.0 | 98.7 | -4.0 | 0.0 | 99.6 | -2.0 | 1.1
N/C(CC(=O)Nc1cccc(C(F)(F)F)c1)=N/O
→ 103.8 | -0.3 | -7.0 | 0.0 | -1.0 | 99.5 | -7.0 | -9.0 | 101.7 | 2.0 | -0.1
CCCCN(C)C(=S)Nc1ccc(Oc2ccccc2)cc1
→ 93.9 | 5.6 | -1.0 | -7.0 | -10.0 | 95.6 | -12.0 | 2.0 | 102.4 | -12.0 | -0.4
Cc1csc(N)n1
→ 101.5 | 0.9 | 1.0 | -2.0 | -4.0 | 102.9 | -9.0 | 0.0 | 99.7 | -2.0 | 0.4

Source: PubChem BioAssay (NMMLSC)
